# High-throughput results (PubChem BioAssay)
# CendR NRP1 mod = modulators of CendR peptide binding to NRP-1, primary screen, biochemical, fluorescence polarization, uHTS; inhibition, % at 25 µM; Neuropilin-1 (Homo sapiens), O14786; FAM-RPARPAR peptide binding to NRP-1; hit rate 0.85% among 360,000;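 active means inhibition or corrected inhibition above about 18%, plus a signal ratio from 0.5 to 1.5, limit read from the data, passing the limit was not always enough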; further: strong numbers were not always called active
# TbMetRS inhib = T. brucei MetRS inhibitors, primary screen, biochemical, luminescence. methionyl-tRNA synthetase (Trypanosoma brucei brucei). purified T. brucei MetRS, ATP depletion, Kinase-Glo luminescence. inhibition, % at 11.9 µM. hit rate 0.4% among 360,000;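 active means inhibition above a per-plate cutoff of the control wells' mean inhibition plus 3 SD, cut at about 5.5% in these data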;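 further: 0% = DMSO wells median and 100% = median of wells with control inhibitor compound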
#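 Dosing: 11.9 µM single point; system: parasite MetRS enzyme; technique: luminescence of leftover ATP; times: 15 min enzyme-compound preincubation, 2 h reaction, 10 min detection, 25 °C; replicates: each compound tested once; read-out basis: percent inhibition relative to median high and low control wells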
# STEP block = STEP phosphatase inhibitors, primary screen, biochemical, fluorescence intensity, uHTS; inhibition, % at 20 µM; recombinant STEP, OMFP fluorogenic substrate; AID 588621, 2011; hit rate 0.25% among 360,000; Tyrosine-protein phosphatase non-receptor type 5 (Homo sapiens), P54829;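 active means inhibition at 20 µM, scaled per plate between control wells, above about 37%, limit read from the data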;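 further: 0% = DMSO with enzyme and substrate and 100% = substrate only without enzyme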
#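 System: STEP (striatal-enriched tyrosine phosphatase) enzyme, cell-free; medium: Bis-Tris pH 6.0 buffer with DTT, detergent; dosing: 20 µM, 1% DMSO; times: reaction 20 min, ambient temperature; detection: fluorescence, 480/540 nm; read-out basis: normalized % inhibition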
# NadD inh = inhibitors of S. aureus NadD, primary screen, biochemical, colorimetric, uHTS; hit rate 0.78% among 360,000; inhibition, % at 20 µM; Nicotinate-nucleotide adenylyltransferase NadD (Staphylococcus aureus N315); AID 602399, 2012; purified NadD enzyme, colorimetric absorbance read-out; in the data active means inhibition above about 26%; further: some compounds past the cut are filed as inactive
# Scp-1 inhibitor = Scp-1 phosphatase inhibitors, primary screen, biochemical, colorimetric, uHTS; Carboxy-terminal domain RNA polymerase II polypeptide A small phosphatase 1 (Homo …; Recombinant Scp1, phosphopeptide, malachite green phosphate absorbance; inhibition, % at 20 µM; hit rate 0.88% among 340,000; AID 493091, 2011;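 active means inhibition above about 50% at 20 µM, limit read from the data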;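 further: plate controls were DMSO wells with enzyme for no effect and wells lacking enzyme for full effect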
# Target sequence (Q9GZU7 76-261 limits assumed): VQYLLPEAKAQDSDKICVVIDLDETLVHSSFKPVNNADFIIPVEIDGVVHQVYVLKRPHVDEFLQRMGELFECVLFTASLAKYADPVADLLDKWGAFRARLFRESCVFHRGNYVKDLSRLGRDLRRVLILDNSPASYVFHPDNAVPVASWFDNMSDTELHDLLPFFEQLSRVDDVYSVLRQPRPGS
#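 Test system – truncated SCP-1 phosphatase (76-261aa) · Reagent – Phosphorylated 17-residue peptide substrate · Incubation – 45 min room-temperature reaction, 5 min colour, 30 min stabiliser · Detection – colorimetric phosphate reagent with accelerator and stabiliser, absorbance at 630 nm · Measure – % inhibition at 20 µM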
# DNMT1 block = human DNMT1 methyltransferase inhibitors, primary screen, biochemical, molecular beacon, fluorescence, HinP1I cleavage, uHTS | DNA (cytosine-5)-methyltransferase 1 (Homo sapiens), P26358 | inhibition (reported as % activation of signal), % at 10 µM | hit rate 0.83% among 360,000 | AID 588458, 2011; in the data active means inhibition above about 50%
# SKN-1 block = suppressors of acrylamide-induced Pgst-4::GFP reporter in worms, primary screen, SKN-1 inhibitor project, whole organism, uHTS, GFP/RFP fluorescence ratio, strain VP596 | hit rate 0.49% among 360,000 | inhibition, % at 21.8 µM | AID 624304, 2012 | C. elegans VP596 Pgst-4::GFP/RFP ratio, 24 h;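 active means interference check ratio from 0.5 to 1.5 plus GFP to RFP signal ratio inhibition reaching or exceeding a fixed threshold, cut at about 30% in these data, passing the limit was not always enough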; further: some compounds called inactive have numbers as strong as hits
# SUMO1-SIM PPI = modulators of SUMO1 protein-protein interactions, primary screen, biochemical, uHTS; Small ubiquitin-related modifier 1 (Homo sapiens), P63165; SUMO1 binding to a labelled peptide, TR-FRET, 1 h; inhibition, % at 20 µM; hit rate 0.33% among 360,000; AID 602429, 2012; in the data active means inhibition above about 37%
# LMPTP inh = LMPTP phosphatase inhibitors, primary screen, biochemical, fluorescence intensity, uHTS; hit rate 0.22% among 360,000; recombinant LMPTP-A, OMFP fluorogenic substrate; Low molecular weight phosphotyrosine protein phosphatase (Homo sapiens), P24666; inhibition, % at 20 µM;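 active means compounds that cut the enzyme signal by at least half of the control window in the single-dose screen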;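 further: plate controls were DMSO wells with enzyme plus substrate for no effect and substrate without enzyme for full effect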
# Target sequence (P24666 whole entry, looked up): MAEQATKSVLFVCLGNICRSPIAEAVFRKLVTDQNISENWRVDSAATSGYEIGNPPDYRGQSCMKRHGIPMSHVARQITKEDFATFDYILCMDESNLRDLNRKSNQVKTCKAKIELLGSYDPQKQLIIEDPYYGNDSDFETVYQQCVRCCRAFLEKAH
#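 Test system: LMPTP-A, protein tyrosine phosphatase of low molecular weight; Input: 0.625 nM enzyme; Incubation: 50 min dark incubation at room temperature; Signal: endpoint fluorescence intensity from OMFP dephosphorylation; Read-out basis: % inhibition versus control wells.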
# Neddyl block = inhibitors of cullin neddylation, primary screen, biochemical, TR-FRET, uHTS, NAE and Ubc12 | hit rate 0.58% among 360,000 | calls only at 25 µM | NEDD8-conjugating enzyme Ubc12 (Homo sapiens) + NEDD8-activating enzyme E1 regulatory …; in the data active means inhibition above about 36%
# Target sequence (P61081 whole entry, looked up): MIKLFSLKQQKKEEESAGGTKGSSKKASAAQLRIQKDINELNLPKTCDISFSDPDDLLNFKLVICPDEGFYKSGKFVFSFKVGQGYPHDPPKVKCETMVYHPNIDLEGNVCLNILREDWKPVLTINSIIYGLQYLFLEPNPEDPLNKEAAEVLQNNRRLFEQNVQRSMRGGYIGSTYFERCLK
# Target sequence (Q13564 whole entry, looked up): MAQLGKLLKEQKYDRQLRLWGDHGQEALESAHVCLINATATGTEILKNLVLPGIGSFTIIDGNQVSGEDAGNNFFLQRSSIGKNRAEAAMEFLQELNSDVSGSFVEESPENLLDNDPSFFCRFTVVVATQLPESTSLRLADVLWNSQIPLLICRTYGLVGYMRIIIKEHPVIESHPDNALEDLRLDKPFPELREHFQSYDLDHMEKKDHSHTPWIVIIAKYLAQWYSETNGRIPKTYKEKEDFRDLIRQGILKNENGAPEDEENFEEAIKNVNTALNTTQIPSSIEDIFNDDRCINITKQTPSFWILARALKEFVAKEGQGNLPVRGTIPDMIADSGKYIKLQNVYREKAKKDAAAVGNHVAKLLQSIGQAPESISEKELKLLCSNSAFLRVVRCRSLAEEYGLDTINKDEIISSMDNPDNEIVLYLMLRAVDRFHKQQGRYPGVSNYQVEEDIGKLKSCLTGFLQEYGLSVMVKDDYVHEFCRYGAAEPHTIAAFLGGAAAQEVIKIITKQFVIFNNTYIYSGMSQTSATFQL
# The depositor's hits bear a star; i = inactive; · = no result given. Random draw from the library, and some 4.6% of all compounds hit somewhere here.
SMILES,CendR NRP1 mod,TbMetRS inhib,STEP block,NadD inh,Scp-1 inhibitor,DNMT1 block,SKN-1 block,SUMO1-SIM PPI,LMPTP inh,Neddyl block
O=C(c1cc([N+](=O)[O-])ccc1Cl)N1CCN(c2ccccn2)CC1,-8,-0.9,-2,2,5,2,-1,-16,0.2,i
O=C(CS(=O)(=O)c1cn(Cc2ccc(Cl)cc2)c2ccccc12)N1CCCCC1,23,-0.8,-1,-7,-1,-1,5,-2,-0.2,i
C[C@H](CO)N1C[C@H](C)[C@@H](CN(C)C(=O)Nc2ccc3c(c2)OCO3)Oc2c(NC(=O)c3ccncc3)cccc2C1=O,-3,0.1,3,-3,56*,22,4,0,-1.9,i
CSc1ccc(Cl)c(C(=O)Nc2cc(S(=O)(=O)N3CCOCC3)ccc2N2CCOCC2)c1,-10,-0.2,-3,-1,-4,-2,6,-13,3.0,i
Cc1[nH]n(-c2ccccc2)c(=O)c1N=Nc1ccccc1C(=O)N1CCOCC1,1,-0.2,0,-3,-12,-8,14,-22,0.4,i
COCC(=O)Nc1ccc(N2CCOCC2)c(S(=O)(=O)Nc2ccccc2OC)c1,-3,-0.5,12,-2,3,-13,-13,-3,1.6,i
Cc1ccc(NC(=O)C(c2ccccc2)N2CCN(CC(=O)N3CCOCC3)CC2)cc1Cl (centres undefined),7,-0.4,46*,-1,48,23,-5,0,7.0,i
COc1ccc(N(CC(=O)Nc2cccc(N(C)S(C)(=O)=O)c2)S(C)(=O)=O)cc1OC,-1,-0.7,-1,-2,-3,4,2,-3,-0.9,i
O=C(NN=C1CCCC1)c1n[nH]c2c1CCCC2,-11,-0.4,-1,-2,-7,4,4,-3,-0.5,i
COC(=O)c1ccc(C(=O)OC)nc1,8,1.1,4,0,-11,0,5,0,-1.1,i
Cc1ccc(NC(=O)CCc2ccc(S(=O)(=O)NC3CCCCC3)cc2)cc1,-3,-1.1,0,-9,-16,-7,-21,-1,1.7,i
CC1(C)O[C@@H]2[C@H](O1)[C@@H](CO)O[C@H]2n1cnc2c(N)ncnc21,-5,0.4,-1,-4,-18,4,9,-1,-1.6,i
N/C(Cc1ccccc1Sc1ccccc1)=N\O,-5,-0.3,-7,-8,-10,-1,6,1,-1.3,i
CCc1cc(-c2nnn(CCC3COCCO3)c2CC)cc(CC)c1-c1cn(Cc2ccc3ccccc3c2)nn1 (centres undefined),-2,0.1,0,7,·,-10,-10,7,4.9,i
O=C(CCc1ccccc1)NNC(=O)c1ccccc1C(=O)O,4,0.3,1,-5,-13,3,4,5,-2.3,i

# 4 structures out of the list, arranged by SMILES length, high to low.
SMILES,CendR NRP1 mod,TbMetRS inhib,STEP block,NadD inh,Scp-1 inhibitor,DNMT1 block,SKN-1 block,SUMO1-SIM PPI,LMPTP inh,Neddyl block
CSc1ccc(Cl)c(C(=O)Nc2cc(S(=O)(=O)N3CCOCC3)ccc2N2CCOCC2)c1,-10,-0.2,-3,-1,-4,-2,6,-13,3.0,i
CC1(C)O[C@@H]2[C@H](O1)[C@@H](CO)O[C@H]2n1cnc2c(N)ncnc21,-5,0.4,-1,-4,-18,4,9,-1,-1.6,i
Cc1[nH]n(-c2ccccc2)c(=O)c1N=Nc1ccccc1C(=O)N1CCOCC1,1,-0.2,0,-3,-12,-8,14,-22,0.4,i
O=C(NN=C1CCCC1)c1n[nH]c2c1CCCC2,-11,-0.4,-1,-2,-7,4,4,-3,-0.5,i

# Further compounds:
SMILES,CendR NRP1 mod,TbMetRS inhib,STEP block,NadD inh,Scp-1 inhibitor,DNMT1 block,SKN-1 block,SUMO1-SIM PPI,LMPTP inh,Neddyl block
CCCCOc1ccc(-c2nnn(CCC(=O)N3CCOCC3)n2)cc1,2,-0.4,2,1,-10,0,3,-1,-1.0,i
Cc1cc2c(Nc3ccc(O)cc3)ncnc2s1,14,0.7,1,-3,0,2,11,20,0.6,i
CC(C)C(C)NC(=O)COc1ncnc2sccc12 (centres undefined),0,-0.2,-4,-10,-2,1,-3,3,0.8,i
CN(CC(=O)NC(=O)NC(C)(C)C)CC(=O)Nc1ccccc1Cl,3,-0.8,2,-4,5,1,14,-1,-0.2,i
N#Cc1ccc(CSc2nnc(-c3ccccn3)n2-c2ccc(Cl)cc2)cc1,1,-0.9,-4,7,0,-4,11,0,-0.7,i
Cc1nc(SCCOc2ccc(F)cc2)c2ccccc2n1,8,-1.1,-1,14,17,1,7,-4,-0.5,i
Cc1nc2c(C)cccc2c2c1COC2,7,-0.4,-1,4,-4,2,-24,-5,0.4,i
CCC(=O)c1cn(CC(=O)NCC2CCCO2)c2ccccc12 (centres undefined),-4,-0.7,-4,-3,-3,-3,-5,-3,-0.3,i
CC(=O)Nc1ccc(S(=O)(=O)NCC(=O)NCCCc2ccccc2)cc1,14,-0.6,3,-2,-5,-2,-9,0,-0.8,i
CCOc1ccccc1NC(=O)C1CCN(S(=O)(=O)c2c(C)nn(C)c2C)CC1,5,-0.9,-3,3,-9,-13,11,-1,-1.6,i
COc1ccc2nc(SCCC(=O)O)cc(C)c2c1,1,-0.2,-3,-4,-4,1,-9,0,-0.8,i
CCOc1ccccc1NC(=O)CCS(=O)(=O)c1ccc2c(c1)CC(C)N2C(C)=O (centres undefined),7,-0.4,-2,-1,0,3,5,1,-0.6,i
C=CCN(CC=C)C(=O)CN1C(=O)NC(Cc2c[nH]c3ccccc23)C1=O (centres undefined),3,-1.1,0,-9,-3,2,10,-2,-1.8,i
CCC(=O)N1CCc2cc(S(=O)(=O)NCCC(=O)NCc3ccccc3OC)ccc21,-2,-0.3,0,2,-1,2,12,-1,-0.3,i
CC(C)CNC(=O)c1cccc2c(-c3cccc(C(N)=O)c3)coc12,-9,-0.2,1,-3,·,4,16,6,-0.4,i
COC(=O)[C@@]12C[C@@H](CC(=O)NCc3cccc4ccccc34)C(=O)N(Cc3ccccc3)C1=CCC(C)(C)C2,-2,-0.3,·,·,·,·,15,-2,7.0,i
CCOc1ccccc1OCCOCCOc1ccccc1[N+](=O)[O-],4,-0.6,3,-10,-10,18,4,1,-0.2,i
CCn1c(CN2CCN(C(c3ccccc3)c3ccccc3)CC2)nc2c1c(=O)n(C)c(=O)n2C,6,-0.9,1,2,-3,-5,-12,1,-0.6,i
COc1cc(CNC2CCCC2)cc(Cl)c1OCc1ccccc1F,-8,-0.8,1,-6,0,4,28,1,-1.0,i
COc1ccc(C(=O)NCC(=O)OCC(=O)Nc2cccc(S(=O)(=O)N3CCCC3)c2)cc1,6,1.0,-5,-5,2,-1,4,3,-0.3,i
Clc1ccc(-c2noc3c2-c2nc(Cc4cccc5ccccc45)sc2CC3)cc1,0,-0.3,3,-6,-10,3,0,5,0.1,i
CCCCn1c(=N)n(CC(=O)C(C)(C)C)c2ccccc21,4,-0.1,-2,-4,-2,-1,0,-1,2.1,i
CN1CCN(C(=O)c2cc(S(=O)(=O)Nc3ccccc3F)c(Cl)cc2Cl)CC1,8,-0.3,-2,1,7,2,0,6,-4.3,i
COc1ccc(/C=C2/SC(=O)N(CCNC(=O)C3CC(=O)N(Cc4ccccc4)C3)C2=O)cc1 (centres undefined),-20,-0.3,-2,-1,·,3,13,-37,0.4,i
Cn1c(SCC(=O)NCC2CCCO2)ncc(C(=O)Nc2ccc(F)cc2)c1=O (centres undefined),4,-0.3,-1,12,-2,0,-10,-66,-0.5,i
COc1ccc(/C=C/C(=O)Nc2ccccc2C(F)(F)F)cc1,5,-0.6,-1,-3,-4,13,10,-4,-1.5,i
Cc1ccc2cc(C#N)c(SCC(=O)N3CCCc4ccccc43)nc2c1,-6,-1.0,0,-11,-7,3,10,-5,0.0,i
O=C(c1cc(COc2ccc(F)cc2Cl)on1)N(CCO)Cc1cccs1,11,0.6,0,-8,-4,-3,19,17,0.3,i
CC1(C(=O)NS(C)(=O)=O)CCN1C(=O)Cc1ccc(Cl)cc1Cl (centres undefined),10,-0.1,0,-1,·,1,-1,0,-1.2,i
CCOc1ccc(NC(=O)CN2C(=O)COc3ccc(S(=O)(=O)N4CCCC4)cc32)cc1,20,0.1,1,-1,15,0,6,5,0.2,i
CCN(CC)CCn1c(NCc2ccc3c(c2)OCO3)nc2ccccc21,8,0.5,1,-8,-10,1,-6,1,4.1,i
COc1ccc(CN(CC(O)COc2cccc3[nH]cc(C)c23)C(C)(C)C)cc1 (centres undefined),2,-0.7,-1,-11,-7,-1,-9,2,-1.0,i
O=C(Nc1ccc(Br)cc1)c1ccc(N2C(=O)C3CCCCC3C2=O)cc1 (centres undefined),11,-0.2,-1,-7,0,3,5,-1,0.0,i
COC(=O)CNC(c1ccccc1)c1cc(Br)ccc1NC(=O)CNC(=O)OCc1ccccc1 (centres undefined),-9,1.1,10,1,2,-11,-4,6,2.5,i
COc1ccc2oc(C(=O)NC(C)c3ccccn3)c(C)c2c1 (centres undefined),-2,-0.1,-3,2,-8,-7,-5,1,0.9,·
O=C(NCC1OCCCN1S(=O)(=O)c1cc(F)ccc1F)C(=O)NC1CCCCCC1 (centres undefined),5,-0.7,-1,-1,-1,-2,-2,-2,-0.4,i
COc1cccc(-n2c(COc3ccc(C)cc3)nnc2SCC(N)=O)c1,3,-1.3,-1,1,-1,4,-9,0,-2.2,i
COc1ccc(CN(C(=O)c2ccco2)c2ccc(C)c(C)c2)cc1,2,-1.0,2,-5,-2,4,4,1,0.2,i
CCC(CC)c1nnc(NC(=O)c2c(-c3ccccc3)noc2C)s1,7,-0.5,0,3,-12,2,-14,2,0.3,i
Cc1ccc(NC(=O)N/C=C/c2ccco2)c(C)c1,-3,-1.3,2,0,9,29,-9,0,25,i
CCn1c(CNC(=O)c2ccco2)nnc1SCCOc1ccccc1,3,-0.1,-1,2,1,0,7,3,-0.5,i
CCN(c1ccccc1)S(=O)(=O)c1ccc(N2CCN(c3ccc(OC)cc3)CC2)nc1,2,-0.2,0,0,0,8,4,-1,1.3,i
